Caspase-7 inhib = allosteric or competitive inhibitors of human caspase-7 | P55210 | recombinant caspase-7, Ac-DEVD-AFC fluorescence rate | Potency, µM (titrated, usually from 57.5 µM), for inactives: at the top dose activity change, negative = inhibition, hits mostly inhibitors | AID 889 | 75,000 compounds, 0.02% hits; active means well fitted inhibition curve with a large enough effect in the main read-out, with a control signal flat, not every such curve was filed as active; inconclusive means small, poorly fitted or top-dose-only effect, or a change in a side signal; further: potency means the concentration at half of the fitted maximal effect; % of control where 0% means no effect
Luciferase inh = blocks Photinus pyralis firefly luciferase activity. P08659. Potency, µM (series often up to 57.1 µM), for inactives: top-dose activity change, negative = inhibition, hits mostly inhibitors. AID 411. 72,000 compounds, 2.2% hits. purified firefly luciferase, luminescence, 8 min; further: potency means the concentration at half of the fitted maximal effect; on the % scale 0 is the no-effect control and ±100 the full control effect; nearly all actives have a fitted effect of over 40% in size
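Here, luciferase activity is measured as luminescence following an 8 min room-temperature reaction at 10 uM ATP, pH 7.2. Every library sample is titrated.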
TexasRed autofl = compound fluoresces in the Texas Red spectral region; AID 587; 59,000 compounds, 0.06% hits; Compound fluorescence, Texas Red channel, 547/618 nm; hits give high values; max dye-equivalent concentration, M; in the data active means max dye-equivalent concentration above about 10 nM; inconclusive means between about 1.1 nM and that limit
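Pin-transferred compounds and Texas Red standards go into 100 mM Tris buffer, pH 8.0. After 15 min at room temperature, plates are imaged with 547/618 nm filters. Each value is a dye-equivalent concentration derived from the per-plate dye curve.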
A350 fluor = compounds fluorescent in Alexa 350 spectral region. max dye-equivalent concentration, M. AID 590. Compound autofluorescence, 340/450 nm, Alexa 350 dye-equivalents; hits give high values. 59,000 compounds, 11% hits; in the data active means max dye-equivalent concentration above about 10 nM; inconclusive means mostly about 1.1 nM to 9.6 nM
Caspase-1 inhib = allosteric or competitive inhibitors of human caspase-1 | 75,000 compounds, 0.03% hits | Caspase-1 enzyme, Ac-WEHD-AFC fluorogenic rate | P29466 | Potency, µM (highest dose often 57.5 µM), for inactives: at the top dose activity change, negative = inhibition, hits mostly inhibitors;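 further: potency means the concentration at half of the fitted maximal effect; plate controls were vehicle for no effect and no substrate for full effect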
Target sequence (P29466 120-297 limits assumed): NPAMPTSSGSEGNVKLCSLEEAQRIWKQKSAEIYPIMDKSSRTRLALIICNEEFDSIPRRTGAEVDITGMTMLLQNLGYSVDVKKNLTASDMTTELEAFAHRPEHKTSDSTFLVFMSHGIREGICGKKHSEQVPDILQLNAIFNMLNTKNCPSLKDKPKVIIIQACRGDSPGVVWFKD
Target sequence (P29466 317-404 limits assumed): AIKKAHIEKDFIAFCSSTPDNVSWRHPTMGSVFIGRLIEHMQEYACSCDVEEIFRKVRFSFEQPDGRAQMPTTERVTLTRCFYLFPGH
Fluorescein fluor = compound autofluorescence in fluorescein spectral region; 59,000 compounds, 0.91% hits; max fluorescein-equivalent concentration, M; Compound autofluorescence, 480/540 nm, fluorescein-equivalent; hits give high values; AID 593; in the data active means max fluorescein-equivalent concentration above about 10 nM; inconclusive means between about 1.1 nM and that limit
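Spectral profiling of library compounds in the fluorescein window (480 nm excitation, 540 nm emission) after 15 min at room temperature in pH 8.0 Tris (100 mM). Values are dye-equivalent concentrations.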
HEK293 cAMP cs = raises cAMP in parental HEK293 cells, TSHR agonist counter-screen | parental HEK293 CNG cAMP sensor, membrane potential fluorescence | Potency, µM (highest dose often 57.1 µM), inactives show at the top dose activation, actives largely listed as activators | 73,000 compounds, 2.5% hits | AID 938; further: potency means the concentration at half of the fitted maximal effect; % of control where 0% means no effect; nearly all actives have a fitted effect of over 55% in size
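Parental HEK 293 cells stably expressing a cAMP-gated CNG channel were loaded with membrane potential dye containing 100 uM RO 20-1724 for 60 min. Compound added for 30 min; depolarization read as fluorescence intensity at 590 nm.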
Tau filament bind = tau filament binding. recombinant tau filaments, thioflavin S fluorescence, 15 h; filaments grown with octadecylsulfate alongside compound. 71,000 compounds, 2% hits. P10636. Potency, µM (series often up to 57.1 µM), for the others: at the highest dose activity change, negative = inhibition. AID 596;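 further: potency means the concentration at half of the fitted maximal effect; on the % scale 0 is the no-effect control and ±100 the full control effect; actives lower thioflavin S fluorescence by blocking filaments or displacing dye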
Target sequence (P10636 whole entry, looked up): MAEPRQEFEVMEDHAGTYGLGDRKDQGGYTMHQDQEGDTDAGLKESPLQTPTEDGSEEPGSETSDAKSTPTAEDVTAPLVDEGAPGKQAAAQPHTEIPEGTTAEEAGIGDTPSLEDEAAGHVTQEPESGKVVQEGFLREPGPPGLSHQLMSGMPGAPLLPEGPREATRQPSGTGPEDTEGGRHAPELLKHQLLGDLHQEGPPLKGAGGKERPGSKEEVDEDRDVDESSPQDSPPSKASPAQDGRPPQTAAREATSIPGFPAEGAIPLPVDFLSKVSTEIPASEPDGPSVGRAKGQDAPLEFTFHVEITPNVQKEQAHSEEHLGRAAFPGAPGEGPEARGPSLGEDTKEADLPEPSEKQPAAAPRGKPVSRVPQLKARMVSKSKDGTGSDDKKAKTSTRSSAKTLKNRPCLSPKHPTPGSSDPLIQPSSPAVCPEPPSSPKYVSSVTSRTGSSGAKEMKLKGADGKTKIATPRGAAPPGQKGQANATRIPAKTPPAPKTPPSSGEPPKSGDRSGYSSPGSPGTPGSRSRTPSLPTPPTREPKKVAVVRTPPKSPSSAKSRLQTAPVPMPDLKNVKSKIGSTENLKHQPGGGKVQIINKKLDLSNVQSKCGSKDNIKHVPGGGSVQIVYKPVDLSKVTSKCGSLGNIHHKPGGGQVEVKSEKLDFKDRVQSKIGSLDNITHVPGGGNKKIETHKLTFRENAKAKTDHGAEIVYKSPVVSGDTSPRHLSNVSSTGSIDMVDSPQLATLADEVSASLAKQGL
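Assay mix: 1 uM His-tagged tau, 30 uM sodium octadecylsulfate, thioflavine S dye in HEPES/NaCl/DTT buffer. Compound is added prior to the inducer. Fluorescence after 15 h at 37 C.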
4-MU autofl = 4-MU region autofluorescence. 59,000 compounds, 11% hits. max dye-equivalent concentration, M. compound autofluorescence, 340/450 nm, 4-MU equivalents; hits give high values; in the data active means max dye-equivalent concentration above about 10 nM; inconclusive means mostly about 1.1 nM to 9.6 nM
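Compounds in 100 mM Tris, pH 8.0, incubated 15 min at room temperature, then fluorescence read at 340 nm excitation/450 nm emission. Signal converted to 4-MU dye-equivalent concentration using an on-plate six-point 4-MU standard curve.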
ERK AVP inh = vasopressin-driven ERK pathway inhibition | Potency, µM (top dose mostly 57.5 µM), inactives show at the highest dose activity, negative = inhibition, actives largely listed as inhibitors | HEK293-V1b, vasopressin-stimulated pERK AlphaScreen | 72,000 compounds, 0.99% hits; further: potency means the concentration at half of the fitted maximal effect; on the % scale 0 is the no-effect control and ±100 the full control effect; nearly all actives have a fitted effect of over 55% in size
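Overnight-seeded V1b-HEK293 cells in 1% FBS got compound, then vasopressin (25 nM final, 5 min, 37C), then lysis buffer. AlphaScreen detection of phospho-ERK; activity normalized to basal and full-stimulation controls.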
Rhodamine autofl = rhodamine region autofluorescence. max dye-equivalent concentration, M. 59,000 compounds, 0.05% hits. Rhodamine-region fluorescence, 547/598 nm, Tris buffer; hits give high values. AID 594; in the data active means max dye-equivalent concentration above about 11 nM; inconclusive means between about 1.1 nM and that limit
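Intrinsic compound fluorescence, ex 547 / em 598 nm, CCD imager. Tris 100 mM pH 8.0; 15 min RT. Output = rhodamine dye-equivalent concentration at each compound concentration.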
An asterisk follows results filed as active; i = inactive; ? = inconclusive; . = not tested or not shown; & = joins results of further samples; [ ] = another dose, or the depositor's remark. Unless noted, the call rests on the fitted dose curve; in most records, active means well fitted curve in the direction sought with a large enough effect; inconclusive means small, poorly fitted or top-dose-only effect, or another doubt; inactive means no such curve, though single readings can be large; an effect the other way counts as inactive or inconclusive. Not all compounds are listed (hit frequency here may not be typical).

Under each structure – Caspase-7 inhib | Luciferase inh | TexasRed autofl | A350 fluor | Caspase-1 inhib | Fluorescein fluor | HEK293 cAMP cs | Tau filament bind | 4-MU autofl | ERK AVP inh | Rhodamine autofl
- Cc1c(NC(=O)CSc2nnc(-c3cccc(Cl)c3)o2)c(=O)n(-c2ccccc2)n1C
  -2% | 0% | i | i | -1% | i | 0% | 10% | i | -4% | i
- COC(=O)[C@@]1(Cc2ccc(OC)cc2)[C@H]2c3cc(C(=O)N4CCCC4)n(Cc4cc(F)c(F)c(F)c4)c3C[C@H]2CN1C(=O)c1ccccc1
  -5% | . | . | . | -5% | . | ? | 7% | . | 6% | .
- O=C(Nc1ccccn1)c1ccc(=O)[nH]n1
  . | 0%[25.5 µM] | i | i | . | ? | . | . | i | . | i
- COc1ccc(-c2nnc3ccc(SCC(=O)NCc4ccco4)nn23)cc1
  -1% | -1% | ? | ? | 4% | i | -7% | -3% | ? | 21% | i
- O=C(c1c(F)cccc1F)N1CCN(c2cccc(C(F)(F)F)c2)CC1
  -3% | -2% | . | . | -1% | . | ? | 3% | . | -24% | .
- COc1ccc(CC(=O)Nc2c3c(nn2-c2cccc(C)c2C)CS(=O)C3)cc1OC (stereo not given)
  3% | 0% | i | i | 1% | i | ? | 2% | i | 13% | i
- COCC(C)OC(=O)C(C#N)c1nc2ccccc2nc1N1CCN(Cc2ccccc2)CC1 (stereo not given)
  -13% | 4% | i | ? | -13% | ? | -33%[inhibitor] | 3.2µM* | ? | -17% | i
- COc1ccc(-c2nnc(CSc3nc4ccccc4c(=O)n3CC3CCCO3)o2)cc1OC (stereo not given)
  4% | 1% | ? | i | -2% | i | ? | -21% | i | 1% | i
- O=C1NCC2=C1C(c1ccc(Br)cc1)Nc1ccccc1N2 (stereo not given)
  0% | 0% | . | . | 0% | . | 2%[11.4 µM] | -9%[11.4 µM] | . | -21% | .
- CC(=O)Nc1cccc(OCC(=O)NS(=O)(=O)c2ccc(Cl)cc2)c1
  -1% | -1% | ? | i | 1% | ? | 15% | 0% | i | -1% | i
- COC(=O)c1ccc(Oc2nc(NC(C)C)nc(SC)n2)cc1
  -2% | 1% | i | ? | 1% | ? | ? | 2% | i | -24% | i
- O=C(c1cc(C(F)(F)F)cc(C(F)(F)F)c1)N1CCC2(CC1)CN(Cc1ccncc1)C2
  1% | -1%[11.4 µM] | i | i | 6% | i | 12% | -4% | i | -1% | i
- O=C(CSc1nnc2scc(-c3ccc(Cl)cc3)n12)NCc1ccc2c(c1)OCO2
  -4% | 4% | i | 4.6e-08M* | -1% | i | ? | 162% | 4e-08M* | -11% | i
- CNC(=O)CN1C(=O)CSc2nc(C)cc(C)c21
  -1% | 0% | . | . | 1% | . | 3% | 0% | . | 2% | .
- N#CCSc1nnc(COc2ccc3ccccc3c2)o1
  1% | -3% | ? | i | -1% | i | 12% | 29% | i | -6% | i
- C/C(=N\S(=O)(=O)c1ccc(C)cc1)N1CCN(S(=O)(=O)c2ccccc2)C1
  1% | 1% | i | i | -2% | i | 6% | -2% | i | 0% | i
- CC(NC(=O)c1cccnc1)C(c1cccs1)N1CCOCC1 (stereo not given)
  -2% | 4% | i | i | -1% | ? | 5% | 2% | i | -6% | i
- Cc1cc(=O)n2[nH]c(-c3ccc(Cl)cc3)cc2n1
  -7% | 16µM* | i | i | -1% | i | -15% | 1% | i | 8% | i
- CN(C)S(=O)(=O)c1ccc2c(c1)/C(=C/c1cc3c([nH]1)CCCC3)C(=O)N2
  -8% | 25µM* | i | i | -3% | 1.9e-08M* | -19% | -12% | i | ? | i
- CC(N)=O
  4% | -3% | ? | i | -7% | i | 11% | -13% | i | 18% | i
- COC(=O)N1CC(C)N(C(=O)OC)CC1C (stereo not given)
  0% | -10% | . | . | 0% | . | ? | -2% | . | -8% | .
- CCCSc1nnc(Sc2nnnn2-c2ccccc2)s1
  -2% | 0% | ? | i | -2% | i | 20% | 7% | i | 64%[activator] | i
- CN1CCN(S(=O)(=O)c2ccc(-c3ccccc3)cc2)CC1
  -1% | 2% | ? | i | 2% | i | 9% | 14% | i | 2% | i
- O=C(NCCC1=CCCCC1)C1CCN(S(=O)(=O)c2cccs2)CC1
  -1% | 1% | ? | i | 2% | i | 26% | -6% | i | -3% | i
- O=C(Nn1cnnc1)c1cc2cc(Br)ccc2oc1=O
  -2% | 1% | i | i | -1% | i | ? | -7% | i | 2% | i
- Cc1nc(SCC(=O)NCC2CCCO2)c2oc3ccccc3c2n1 (stereo not given)
  0% | -3% | i | ? | 0% | i | 2% | 1% | i | -21% | i
- COc1ccc(CN(C2CCCC2)S(=O)(=O)c2ccc(-n3cnnn3)cc2)cc1
  -3% | 2% | i | ? | -2% | i | ? | 17% | ? | 14% | i
- COc1ccc(OC)c(S(=O)(=O)NCc2cn3ccsc3n2)c1
  1% | 1% | i | i | 0% | i | -5% | 3% | i | 9% | i
- O=C(CN1CCOCC1)N1CCN(c2nnc(-c3ccccc3)c3ccccc23)CC1
  1% | 1% | i | i | -1% | i | 4% | 10% | i | -14% | i
- Cc1cc(C)cc(NC(=O)CSc2nnc(CNC(=O)c3cccs3)o2)c1
  1% | 1% | i | i | 0% | i | -1% | 14% | i | -10% | i
- C=CCn1c(SCC(=O)N(CC)CC)nc(O)cc1=O
  0% | 3% | . | . | -2% | . | 2%[11.4 µM] | 10%[11.4 µM] | . | -9% | .
- CCN(CCNC(=O)C1CCN(S(=O)(=O)c2cccc3nsnc23)CC1)c1ccccc1
  0% | 2% | i | i | 0% | i | -10% | -21% | i | 6% | i
- C[C@H]1C[C@H]2[C@@H]3CCC4=CC(=O)C=C[C@]4(C)[C@@]3(Cl)[C@@H](O)C[C@]2(C)[C@@]1(O)C(=O)CO
  . | 1%[25.5 µM] | i | i | . | ? | . | . | i | . | i
- CSc1nnc2c3ccccc3n(CCc3ccccc3)c2n1
  -4% | 1% | . | . | -6% | . | 4µM* | -5%[11.4 µM] | . | -2% | .
- COC(=O)C1CCCN1C(=O)c1cccs1 (stereo not given)
  -1% | 0% | i | ? | 0% | i | 0% | 4% | ? | -7% | i
- O=c1cc(-c2ccccc2)oc2cc(O)c(O)c(O)c12
  -20% | 1% | i | i | 5% | i | -18%&-7% | 4µM* | i | 12% | i
- NS(=O)(=O)c1ccc(NCc2cnc3ccccc3n2)cc1
  0%[11.5 µM] | 3%[11.4 µM] | i | i | -2%[11.5 µM] | i | 2%[11.4 µM] | -7%[11.4 µM] | i | 1%[11.5 µM] | i
- O=C(Nc1cccnc1)c1cc2nc(C3CC3)cc(C(F)(F)F)n2n1
  0% | -3% | i | ? | -2% | i | 2% | ? | ? | -29% | i
- O=c1c(CCc2ccccc2)nc2cnc(N3CCOCC3)nc2n1CCc1ccccc1
  -6% | 1%[11.4 µM] | i | i | -2% | i | 17% | -3% | i | -5% | i
- Cc1ccc(CN2CCN(C(=O)C3CCCO3)CC2)cc1 (stereo not given)
  1% | 2% | i | i | -1% | i | ? | 10% | i | -12% | i
- CC(=O)C1=C(N2CCCCC2)CCC1=O
  0% | 0% | . | . | -5% | . | 0% | -1% | . | -7% | .
- O=C(CCNS(=O)(=O)c1ccc(Br)s1)NC1CCCC1
  -1% | 3% | i | i | -1% | i | 2% | -6% | i | -11% | i
- COc1ccc(C)cc1NC(=O)CN(c1ccccc1)S(C)(=O)=O
  1% | 1% | . | . | 0% | . | 7% | -3% | . | 10% | .
- COc1ccc(-c2nc(CS(=O)CC(=O)N3CCc4ccccc4C3)c(C)o2)cc1 (stereo not given)
  -13% | -9% | . | . | -8% | . | -1% | 23% | . | 7% | .
- Cc1cccc(CNc2ncnc3ccc(-c4ccoc4)cc23)c1
  -8% | 1%[2.29 µM] | i | 7.4e-08M* | -6% | ? | 32µM* | 0% | 6.4e-08M* | -17% | i
- COc1cccc(-n2nnc3c(=O)n(CC(=O)NCC4CCCO4)cnc32)c1 (stereo not given)
  -7% | -21% | . | . | -5% | . | ? | 64% | . | . | .
- COc1ccc(CNC(=O)C2CC(=O)N(c3ccc(OCC(=O)N4C(C)CCCC4C)cc3)C2)cc1 (stereo not given)
  -1% | -4% | i | i | 0% | ? | -3% | -5% | i | -16% | i
- CCOc1ccc(-n2cc(C(=O)N3CCCCCC3)c3cc(OC)c(OC)cc3c2=O)cc1
  3% | -1% | i | i | 1% | i | 21% | 12% | i | 9% | i
- COCCn1c(=O)c(C)nc2cncnc21
  -17% | 1%[11.4 µM] | i | ? | -12% | i | 9% | -2% | i | ? | i
- Cc1ccc(N2CCn3c2nc2c3c(=O)n(CCc3ccccc3)c(=O)n2C)cc1
  0% | 3% | i | i | -1% | i | -2% | 10% | i | 10% | i
- COc1cccc(C2C(C#N)=C(N)OC3=C2C(=O)CC(c2ccco2)C3)c1OCc1ccc(F)cc1 (stereo not given)
  -5% | 0% | i | i | -7% | i | 4% | 39% | i | -28% | i
- O=C(c1cccc(F)c1)N1CCC2(CC1)CCN(c1ccccc1)CC2
  -1% | -1%[11.4 µM] | i | i | -4% | i | -1% | -1% | i | -1% | i
- CCC(NS(=O)(=O)c1ccc(C)cc1)C(=O)Nc1ccc(NC(C)=O)cc1 (stereo not given)
  1% | 1% | ? | i | -1% | i | -3% | 6% | i | -16% | i

Screening results as filed in PubChem.
